STEP block – STEP phosphatase inhibitors, primary screen, biochemical, fluorescence intensity, uHTS | hit rate 0.25% among 360,000 | Tyrosine-protein phosphatase non-receptor type 5 (Homo sapiens), P54829 | AID 588621, 2011 | recombinant STEP, OMFP fluorogenic substrate | inhibition, % at 20 µM;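 active = inhibition at 20 µM, scaled per plate between control wells, above about 37%, limit read from the data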;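 also: 0% = DMSO with enzyme and substrate and 100% = substrate only without enzyme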
Target sequence (P54829 whole entry, looked up): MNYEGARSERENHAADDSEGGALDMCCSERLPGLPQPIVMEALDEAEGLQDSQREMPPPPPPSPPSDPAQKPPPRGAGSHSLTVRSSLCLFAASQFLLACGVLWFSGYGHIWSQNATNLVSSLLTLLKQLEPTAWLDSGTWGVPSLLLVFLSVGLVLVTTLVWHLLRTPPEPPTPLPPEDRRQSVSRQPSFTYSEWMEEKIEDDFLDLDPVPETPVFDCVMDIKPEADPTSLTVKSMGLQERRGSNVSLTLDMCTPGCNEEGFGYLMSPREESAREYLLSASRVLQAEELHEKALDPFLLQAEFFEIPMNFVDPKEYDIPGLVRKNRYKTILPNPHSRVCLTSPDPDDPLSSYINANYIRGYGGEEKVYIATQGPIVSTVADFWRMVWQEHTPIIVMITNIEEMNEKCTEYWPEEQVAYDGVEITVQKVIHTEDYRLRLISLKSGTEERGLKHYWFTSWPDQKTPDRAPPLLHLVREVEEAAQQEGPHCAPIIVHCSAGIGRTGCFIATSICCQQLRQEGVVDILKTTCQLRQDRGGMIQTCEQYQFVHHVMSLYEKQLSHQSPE
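System: STEP phosphatase, cell-free reaction; Buffer or medium: Bis-Tris pH 6.0 buffer with DTT, detergent; Incubation: 20 min at room temperature, dark; Measured by: fluorescence, 480/540 nm.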
Scp1 inh – Scp-1 phosphatase inhibitors, primary screen, biochemical, colorimetric, uHTS; Carboxy-terminal domain RNA polymerase II polypeptide A small phosphatase 1 (Homo …; Recombinant Scp1, phosphopeptide, malachite green phosphate absorbance; inhibition, % at 20 µM; hit rate 0.88% among 340,000; AID 493091, 2011;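 active = inhibition above about 50% at 20 µM, limit read from the data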;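 also: plate controls were DMSO wells with enzyme for no effect and wells lacking enzyme for full effect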
Target sequence (Q9GZU7 76-261 limits assumed): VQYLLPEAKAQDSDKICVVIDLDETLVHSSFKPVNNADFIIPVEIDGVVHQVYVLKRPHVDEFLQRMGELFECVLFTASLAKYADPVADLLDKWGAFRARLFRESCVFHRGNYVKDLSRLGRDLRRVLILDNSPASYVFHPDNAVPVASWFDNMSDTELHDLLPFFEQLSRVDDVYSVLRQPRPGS
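Assay system: SCP-1 catalytic fragment, aa 76-261 | Buffer or medium: Tris acetate buffer pH 5.5 with MgCl2 and Tween-20 | Compound: One concentration, 20 µM, with 1.0% DMSO | Also added: Phospho 17-mer peptide substrate | Signal: Absorbance at 630 nm | Incubation: 45 min enzyme reaction at room temperature | Measure: % inhibition of SCP-1 phosphate liberation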
SUMO1-SIM PPI – modulators of SUMO1 protein-protein interactions, primary screen, biochemical, uHTS. Small ubiquitin-related modifier 1 (Homo sapiens), P63165. SUMO1 binding to a labelled peptide, TR-FRET, 1 h. inhibition, % at 20 µM. hit rate 0.33% among 360,000. AID 602429, 2012; in the data active = inhibition above about 37%
Target sequence (P63165 whole entry, looked up): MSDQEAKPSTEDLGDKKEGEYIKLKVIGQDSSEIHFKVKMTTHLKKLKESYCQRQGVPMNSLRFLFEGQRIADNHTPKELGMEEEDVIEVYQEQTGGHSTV
TbMetRS inhib – T. brucei MetRS inhibitors, primary screen, biochemical, luminescence | methionyl-tRNA synthetase (Trypanosoma brucei brucei) | purified T. brucei MetRS, ATP depletion, Kinase-Glo luminescence | inhibition, % at 11.9 µM | hit rate 0.4% among 360,000 | AID 624268, 2012;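 active = inhibition above a per-plate cutoff of the control wells' mean inhibition plus 3 SD, cut at about 5.5% in these data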;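 also: 0% = DMSO wells median and 100% = median of wells with control inhibitor compound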
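Measured by: Kinase-Glo luciferase luminescence reporting remaining unconsumed ATP. Material: purified T. brucei MetRS enzyme. Doses: 11.9 µM compound single dose, 0.9% DMSO. Medium: HEPES buffer containing pyrophosphatase, BSA, spermine, DTT. Times: 15 min preincubation, 2 h reaction, all 25 °C. Reagent: methionine, ATP and bulk E. coli tRNA.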
LMPTP inh – LMPTP phosphatase inhibitors, primary screen, biochemical, fluorescence intensity, uHTS. recombinant LMPTP-A, OMFP fluorogenic substrate. inhibition, % at 20 µM. hit rate 0.22% among 360,000;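 active = compounds that cut the enzyme signal by at least half of the control window in the single-dose screen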;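 also: plate controls were DMSO wells with enzyme plus substrate for no effect and substrate without enzyme for full effect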
Target sequence (P24666 whole entry, looked up): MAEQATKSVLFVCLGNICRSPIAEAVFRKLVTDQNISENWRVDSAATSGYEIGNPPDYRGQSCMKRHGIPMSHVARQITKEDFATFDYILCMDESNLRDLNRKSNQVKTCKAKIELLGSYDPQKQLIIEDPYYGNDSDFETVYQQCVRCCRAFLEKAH
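test system = LMPTP-A | amount = 0.625 nM LMPTP-A final | reagent = fluorogenic phosphatase substrate OMFP at 400 µM final | incubation = 50 min at room temperature | benchmarks = no-enzyme low control, uninhibited high control | medium = Bis-Tris pH 6.0, DTT, detergent | signal = fluorescence intensity of OMFP turnover product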
MsrA inh – bovine MsrA enzyme inhibitors, primary screen, biochemical, absorbance, HTS; hit rate 0.75% among 360,000; purified bovine MsrA, absorbance read-out; inhibition, % at 15.5 µM; in the data active = inhibition above about 4.5%;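 also: 0% = vehicle wells with enzyme and 100% = reference inhibitor wells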
DNMT1 block – human DNMT1 methyltransferase inhibitors, primary screen, biochemical, molecular beacon, fluorescence, HinP1I cleavage, uHTS; AID 588458, 2011; hit rate 0.83% among 360,000; inhibition (reported as % activation of signal), % at 10 µM; in the data active = inhibition above about 50%
E coli Lon inh – inhibitors of E. coli Lon protease, primary screen, biochemical, fluorescence polarization; inhibition, % at 7.94 µM; AID 602123, 2011; hit rate 0.42% among 360,000; P0A9M0; purified E. coli Lon protease; in the data active = inhibition above about 13%, passing the limit was not always enough;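 also: 0% = enzyme with probe and DMSO and 100% = no enzyme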
bovine MsrA act – bovine MsrA enzyme activators, primary screen, biochemical, absorbance, HTS; hit rate 0.3% among 360,000; Methionine sulfoxide reductase A (Bos taurus); purified bovine MsrA, absorbance read-out; activation, % at 10.6 µM; in the data active = activation above about 7.5%;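 also: 0% = vehicle and 100% = reference activator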
NRP1-CendR mod – modulators of CendR peptide binding to NRP-1, primary screen, biochemical, fluorescence polarization, uHTS; AID 602438, 2012; FAM-RPARPAR peptide binding to NRP-1; hit rate 0.85% among 360,000; Neuropilin-1 (Homo sapiens), O14786; inhibition, % at 25 µM;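 active = inhibition or corrected inhibition above about 18%, plus a signal ratio from 0.5 to 1.5, limit read from the data, passing the limit was not always enough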; also: strong numbers were not always called active
* hit, by the source's call; nt = no result given.

The line under a structure holds: STEP block	Scp1 inh	SUMO1-SIM PPI	TbMetRS inhib	LMPTP inh	MsrA inh	DNMT1 block	E coli Lon inh	bovine MsrA act	NRP1-CendR mod
O=C(Nc1ccc(Cl)cc1)/C(=C/c1cccc(O)c1)c1nc2ccccc2s1
→ -2	-7	3	0.3	0.3	1.6	-14	-12	-6	-42
Cc1ccc(-c2nn(-c3ccccc3)cc2CO)cc1
→ 1	-19	6	-0.8	-1.5	0.9	0	5	-1	4
CCN(CC)CCN(C(=O)c1ccc2c(c1)CCCC2)c1nc2cc(OC)c(OC)cc2s1
→ 0	2	7	-0.1	0.0	nt	-1	-10	-2	13
CC(C(=O)c1ccccc1)C(O)c1ccccn1 (stereo not drawn)
→ -3	2	-3	-0.1	0.2	-0.8	1	-10	-2	-3
COc1ccc(-c2c(C)oc3c(CN4CCN(CCO)CC4)c(O)ccc3c2=O)cc1OC
→ 0	-15	-1	-0.3	-2.8	1.9	1	-6	0	14
NC(=O)NC(=O)c1nccnc1C(=O)O
→ -7	-4	5	-0.1	0.3	-0.9	-4	-2	-2	-7
O=C(COC(=O)c1cccs1)Nc1ccccc1
→ -4	-4	-1	-1.3	-0.7	-0.8	-4	5	-1	-2
Cc1ccc(P(=O)(O)c2ccc(C)cc2)cc1
→ 1	7	0	-1.3	-1.2	-1.6	3	-2	-6	-7
CCCCCc1c(C)nc(Nc2nc(C)c3cc(OC)ccc3n2)[nH]c1=O
→ 0	7	1	0.1	-1.8	1.7	0	6	1	8
CC(C)CCNC(=O)CSc1nc2ccsc2c(=O)n1NC(=O)c1ccccc1
→ -7	0	8	-0.4	-0.5	0.4	1	14	-3	-6
CCOC(=O)c1c(C)[nH]c(C)c1S(=O)(=O)NCCc1ccc(SC)cc1
→ -2	-5	0	0.1	0.0	3.5	0	-8	-4	13
Cc1ccc(C(=O)OCC(=O)NCCNC(=O)COC(=O)c2ccc(C)s2)s1
→ -1	-7	0	-0.3	0.1	-0.5	2	3	3	-10
Cc1c(C(=O)NCc2ccc(F)cc2)c(-c2ccccc2)nn1-c1ccccc1
→ -1	-10	-4	-0.3	2.4	-1.8	-2	-5	-3	12
COCC1CCN(Cc2cn(Cc3ccccc3)nc2-c2cc3ccccc3o2)CC1
→ -3	-1	-2	-0.7	-0.8	1.1	7	-3	-3	-14
COc1ccc(CN2C(=O)CC(C(=O)NCCc3ccc(S(N)(=O)=O)cc3)SC2=Nc2ccccc2)cc1 (stereo not drawn)
→ -2	-9	1	-0.1	1.2	-0.6	-11	3	1	10
COc1ccc(C)cc1NC(=O)COC(=O)c1ccccc1SCC(=O)N1CCCC1
→ 2	-6	1	-0.1	0.4	0.3	-3	10	1	3
Cc1nn(CCOc2ccccc2Cl)c(C)c1[N+](=O)[O-]
→ -1	-7	0	-0.4	0.5	-0.1	0	1	-3	1
CC(C)CCN(C(=O)C1CCCC1)c1c(N)n(Cc2ccccc2)c(=O)[nH]c1=O
→ -2	-6	0	-0.3	-2.1	-0.6	8	-5	-5	-8
CCOC(=O)C1=C(c2ccccc2)Nc2ncnn2C1c1ccc(C(=O)O)cc1 (stereo not drawn)
→ 8	1	-1	0.3	2.6	0.6	8	-3	-5	7
CC(Oc1ccc2c(c1)oc(=O)c1ccccc12)C(=O)NC(Cc1c[nH]c2ccc(O)cc12)C(=O)O (stereo not drawn)
→ 2	18	14	0.9	0.1	0.7	25	-2	-8	-12
CC(C)[C@@H]1NC(=O)c2cc([N+](=O)[O-])cc(I)c2NCCC[C@@H](C(=O)NC(CC(=O)O)C(N)=O)NC(=O)[C@H](CO)NC1=O (stereo partly drawn)
→ -1	0	-4	-0.3	-1.8	0.5	3	7	-1	-10
COc1ccc(Cc2nnc(NC(=O)C3CC(=O)N(c4ccccc4)C3)s2)cc1OC (stereo not drawn)
→ -2	9	-4	-1.0	-0.4	-0.4	-3	-11	-5	11
O=C(O)c1ccc(NC(=O)c2ccc(COc3ccc(Cl)cc3)o2)cc1
→ 1	-13	3	1.7	0.0	1.2	-1	-5	-2	-7
COc1cccc(NC(=S)C(C#N)=C2N(C)c3ccccc3N2C)c1
→ -5	0	1	0.1	0.3	2.3	1	2	-4	2
CCCn1c(SCC(=O)Nc2sc(C)c(C)c2C(=O)OCC)nc2c1c(=O)n(C)c(=O)n2C
→ -5	-6	3	-0.4	0.4	0.3	1	-7	4	0
CC(CCc1ccccc1)NC(=O)COC(=O)c1ccc(NC(=O)CC#N)cc1 (stereo not drawn)
→ -2	-4	0	-0.9	-2.2	0.3	-2	10	-4	-5
Cc1cc(C)c(C#N)c(SCC(=O)c2ccc(Cl)cc2Cl)n1
→ 2	-10	-18	0.3	2.0	-0.3	2	6	-3	7
Cc1ccc(NC(=O)CCNC(=O)c2ccco2)cc1F
→ -4	-1	-4	0.1	-3.0	-0.2	-3	2	3	-2
NC(=S)N=Nc1c(O)n(CCCl)c2ccc(Br)cc12
→ 0	-4	-11	-0.1	0.1	2.0	20	-1	-2	9
Fc1ccc(Cn2nnnc2C(c2ccc(Cl)cc2)N2CCSCC2)cc1 (stereo not drawn)
→ -1	-8	1	-0.1	0.6	0.2	-1	4	-2	-8
O=C(NCCc1csc(-c2cccnc2)n1)c1ccco1
→ -2	34	6	-0.1	-1.0	-0.4	0	-8	0	5
CC1CCN(CC(=O)NCc2ccco2)CC1
→ -2	-7	-1	-0.5	3.2	-0.3	3	-9	0	-4
COc1cc(NC(=O)CSc2nnc(Cn3nnc4ccccc43)n2C)cc(OC)c1
→ -2	-4	-3	0.5	0.0	-1.1	1	3	-3	10
COc1ccc(OCCSCc2nnc(NC(=O)Nc3ccc(Cl)cc3)s2)cc1
→ -1	-9	3	0.2	-1.6	0.9	6	-6	-4	-11
CCSc1oc(-c2ccccc2)nc1S(=O)(=O)c1ccccc1
→ 3	-11	4	-0.9	1.9	1.4	-13	0	0	-17
O=C(COc1ccc(F)cc1Br)NCC1(N2CCCCC2)CCCCC1
→ -1	-12	-3	0.1	-0.8	-0.4	10	-8	-3	1
CN(C)C(=O)/C(C#N)=C\c1cc(Br)c(Sc2ccc(Cl)cc2)o1
→ 0	0	-11	0.2	2.2	nt	-3	-1	3	-2
CCn1cc(C2=NCC(C)O2)c2ccccc21 (stereo not drawn)
→ 3	-3	-2	-0.1	-0.3	-1.1	-1	1	-2	8
COc1cc(OC)cc(-c2c(C#Cc3ccsc3)c3cc(-c4cccc5[nH]ccc45)ccc3n2C)c1
→ -4	-14	9	0.8	2.4	2.8	-7	-38	-4	-8
O=C(CCn1nc(-c2ccccc2)ccc1=O)N1CCN(c2ccccc2)CC1
→ -3	-3	-6	-1.4	-0.5	0.7	0	-5	-2	12

Of the compounds above, these contain a nitro group on carbon:
The line under a structure holds: STEP block	Scp1 inh	SUMO1-SIM PPI	TbMetRS inhib	LMPTP inh	MsrA inh	DNMT1 block	E coli Lon inh	bovine MsrA act	NRP1-CendR mod
Cc1nn(CCOc2ccccc2Cl)c(C)c1[N+](=O)[O-]
→ -1	-7	0	-0.4	0.5	-0.1	0	1	-3	1
CC(C)[C@@H]1NC(=O)c2cc([N+](=O)[O-])cc(I)c2NCCC[C@@H](C(=O)NC(CC(=O)O)C(N)=O)NC(=O)[C@H](CO)NC1=O (stereo partly drawn)
→ -1	0	-4	-0.3	-1.8	0.5	3	7	-1	-10

(more compounds)
The line under a structure holds: STEP block	Scp1 inh	SUMO1-SIM PPI	TbMetRS inhib	LMPTP inh	MsrA inh	DNMT1 block	E coli Lon inh	bovine MsrA act	NRP1-CendR mod
Cc1ccc(C(N)=Nc2ccccc2)cc1
→ 1	-8	-1	-0.6	-1.0	-0.8	2	-3	-3	0
Cc1c(/C(O)=C2\C(=O)C(=O)N(CCN(C)C)C2c2cccs2)cnn1-c1ccccc1 (stereo not drawn)
→ -3	-9	-8	-1.0	-5.2	4.6*	-3	-17	-7	0
O=C(CN1C(=O)c2ccccc2C1=O)NCC(=O)OCC(=O)c1ccc(Cl)cc1
→ 0	0	-3	-0.5	0.2	-0.9	0	0	-4	-10
COc1cnc(NS(=O)(=O)c2ccc(N)cc2)nc1
→ -1	6	-3	-2.2	-1.0	0.1	1	-4	-10	4
Cc1ccc(O)c(N=Cc2sc3ccccc3c2Cl)c1
→ -2	-8	-16	-0.5	0.6	-0.3	-4	-13	-5	-10
CCOC(=O)c1nc2nc(C)cc(=O)n2[nH]1
→ 1	0	4	0.2	-0.5	0.9	-3	-1	3	-7
CCn1c(C2CC(=O)N(c3cc(C)cc(C)c3)C2)nc2ccccc21 (stereo not drawn)
→ -1	2	2	-0.4	-0.9	-0.1	5	-1	-3	-2
Cc1noc(C)c1S(=O)(=O)N(C)C[C@H]1Oc2ccc(NC(=O)Cc3ccccc3)cc2C(=O)N([C@H](C)CO)C[C@@H]1C
→ 0	-5	-3	-0.3	-0.8	-0.8	-3	-6	-1	8
CCCOC(=O)C1=C(C)NC2=C(C(=O)C(C(=O)OC)C(C)C2)C1c1ccc(N(CC)CC)cc1 (stereo not drawn)
→ 0	-4	-6	-0.3	-0.9	1.1	3	-5	0	11
CCOc1cc2[nH]c(=O)n(Cc3cccc(OC)c3)c(=O)c2cc1OCC
→ 1	-2	-1	-0.4	-3.0	-0.8	41	-3	1	-10
Cc1cc(C)nc(N(C#N)Cc2ccccc2C)n1
→ 0	-4	2	0.5	0.0	0.6	-2	-1	-1	8
COc1ccc(NC(=O)c2sc3nc(N4CCCC4)c4c(c3c2N)CC(C)(C)OC4)cc1
→ 1	-4	28	-0.1	2.2	5.3*	-15	13	-2	-28
CCOc1ccc(C(=O)OCC(=O)N2CCOCC2)cc1OCC
→ -1	-4	0	-0.3	-0.4	-1.5	1	-5	0	-1
CN(Cc1ccc(F)cc1)C(=O)c1cccc(NS(=O)(=O)c2ccccc2)c1
→ 0	3	-1	-0.3	1.0	2.1	-4	-4	-3	8
O=C(N/N=C\c1ccncc1)c1ccc(Cl)s1
→ -1	-2	-14	0.0	-0.3	1.1	1	1	-4	-7
CCc1nc(Nc2cccc(OC)c2)c2oc3ccccc3c2n1
→ -2	3	1	-0.3	2.9	0.9	2	2	0	1

Bioassay records from PubChem.
